FXIIa single – inhibitors of human coagulation factor XIIa | P00748 | purified human FXIIa, AMC substrate fluorescence, 2 h | inhibition, % at 10 µM | hit rate 0.2% among 33,000 | AID 701; in the data active = inhibition above about 30%;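 note: 0% = enzyme with vehicle only and 100% = no enzyme blank; many of its hits are not listed in these tables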
FXIa single inh – blocks human coagulation factor XIa activity. purified human FXIa, fluorogenic AMC substrate cleavage. inhibition, % at 10 µM. hit rate 0.3% among 33,000. AID 687;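 active = inhibition above 40% in the primary screen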;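 note: 0% = enzyme without compound and 100% = blank wells lacking enzyme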
Starred values were filed as active, the others as inactive. These rows are one share of the data; the hit share may differ from the screen's.

SMILES	FXIIa single	FXIa single inh
CCCC(=O)O[C@]1(C(=O)CCl)[C@@H](C)C[C@H]2[C@@H]3CCC4=CC(=O)C=C[C@]4(C)[C@@]3(F)C(=O)C[C@@]21C	2	8
N=c1nc(N2CCCCC2)cc(N)n1O	5	5
CCCOc1ccc2nc(NC(=O)OC)[nH]c2c1	1	-1
CCN(CCCCOC(=O)c1ccc(OC)c(OC)c1)C(C)Cc1ccc(OC)cc1 (stereo unspecified)	-13	-14
CC1(C)O[C@@H]2C[C@H]3[C@@H]4C[C@H](F)C5=CC(=O)C=C[C@]5(C)[C@@]4(F)[C@@H](O)C[C@]3(C)[C@]2(C(=O)CO)O1	6	3
CC(=O)Oc1ccc2c(C)cc(=O)oc2c1	32*	6
CCCC(=O)O[C@]1(C(=O)COC(C)=O)CC[C@H]2[C@@H]3C[C@H](F)C4=CC(=O)C=C[C@]4(C)[C@@]3(F)[C@@H](O)C[C@@]21C	-12	-11
COc1cc(C2Oc3cc(C4Oc5cc(O)cc(O)c5C(=O)C4O)ccc3OC2CO)ccc1O (stereo unspecified)	3	9
CCCCN(CCCC)CCCOC(=O)c1ccc(N)cc1	6	8

Entries of single compounds, looked up by structure:
Entry for `COc1cc(C2Oc3cc(C4Oc5cc(O)cc(O)c5C(=O)C4O)ccc3OC2CO)ccc1O` (stereo unspecified) : FXIIa single: 3; FXIa single inh: 9
Entry for `CCN(CCCCOC(=O)c1ccc(OC)c(OC)c1)C(C)Cc1ccc(OC)cc1` (stereo unspecified) : FXIIa single: -13; FXIa single inh: -14

Random excerpt: 2 records from the list.
SMILES	FXIIa single	FXIa single inh
CCCCN(CCCC)CCCOC(=O)c1ccc(N)cc1	6	8
CCCC(=O)O[C@]1(C(=O)CCl)[C@@H](C)C[C@H]2[C@@H]3CCC4=CC(=O)C=C[C@]4(C)[C@@]3(F)C(=O)C[C@@]21C	2	8

Compound activity (PubChem)
